CIT2 TOR yeast: modulators of CIT2-GFP expression in yeast, primary screen, S. cerevisiae, GFP fusion, multiplex flow cytometry, MLPCN library | S. cerevisiae CIT2-GFP strain, 3 h; 100 means same as DMSO wells | AID 2029, 2009 | GFP response vs DMSO, % at 10 µM | 0.065% of 320,000 active;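 active means GFP response relative to DMSO above a set limit, near the screen mean plus 3 SD, cut at about 150% in these data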;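 further: ratio of well median GFP fluorescence to mean of DMSO wells on the plate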
LAP4 TOR yeast: modulators of LAP4-GFP expression in yeast, primary screen, S. cerevisiae, multiplex flow cytometry, MLPCN library; 3 h; median GFP as percent of DMSO wells; GFP response vs DMSO, % at 10 µM; 0.34% of 320,000 active; AID 2023, 2009;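 active means GFP response vs DMSO above a set limit, about the screen mean plus 3 SD, cut at about 150% in these data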
CR mimetic SO: reduction of superoxide in aged yeast, primary screen, HTS; superoxide response (% of plate mean), % at 10 µM; 0.18% of 330,000 active; S. cerevisiae aged cells, superoxide DHE fluorescence; active compounds read low;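 active means superoxide response under a set limit, about three screen SD below normal, cut at about 65% in these data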;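 further: yeast aged for seven days with compound at 30 °C before DHE staining; 100% = average MFI of all compound-treated wells on the plate with controls excluded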
VLA-4 inh: inhibition in human VLA-4 binding assay, primary screen, VLA-4 allosteric modulator project, MLPCN library, flow cytometry, VLA-4 expressing cells. Integrin alpha-4 (Homo sapiens), P13612. ligand binding flow cytometry. inhibition, % (about 7 µM as worked out from the volumes in the protocol). 0.2% of 330,000 active. AID 2557, 2010; in the data active means inhibition above about 50%
MEP2 TOR yeast: modulators of MEP2-GFP levels in yeast, primary screen, S. cerevisiae, multiplex flow cytometry, MLPCN library. 0.51% of 330,000 active. AID 2016, 2009. S. cerevisiae MEP2-GFP strain, 3 h; 100% = DMSO control level. GFP response vs DMSO, % at 10 µM;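 active means GFP response versus DMSO above a set limit, roughly screen mean plus 3 SD, cut at about 180% in these data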;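 further: median GFP fluorescence of the barcode-gated MEP2-GFP cells per well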
RPL19A-GFP yeast: RPL19A-GFP expression modulators in yeast, primary screen, cell-based, S. cerevisiae, multiplex flow cytometry, MLPCN. 0.3% of 330,000 active. percent response vs DMSO, % at 10 µM. S. cerevisiae RPL19A-GFP strain, 3 h; active compounds read low;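 active means percent response vs DMSO below 50%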;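 further: median channel GFP fluorescence of the barcoded RPL19A-GFP strain; ratio of sample median GFP to plate DMSO average so 100% = DMSO; lower means less RPL19A-GFP as with rapamycin TOR inhibition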
AGP1 TOR yeast: modulators of AGP1-GFP expression in yeast TOR pathway, primary screen, cell-based, multiplex flow cytometry, S. cerevisiae, MLPCN library; GFP response vs DMSO, % at 10 µM; 0.02% of 320,000 active; 3 h; GFP as percent of DMSO wells;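 active means GFP response relative to DMSO above a set limit, near screen average plus 3 SD, cut at about 150% in these data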;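 further: median GFP channel fluorescence of the gated AGP1 strain per well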
GRK2 inh: compounds blocking aptamer binding on GRK2 – biochemical, human GRK2, bead flow cytometry, HTS, primary screen; FAM-aptamer displacement from GRK2; inhibition of aptamer binding, % at 10 µM; 0.59% of 330,000 active; Beta-adrenergic receptor kinase 1 (Homo sapiens), P25098;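 active means inhibition of aptamer binding above 40%, roughly 3 SD of noise, on plates passing a quality check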;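 further: median bead fluorescence of bound FAM aptamer so fluorescent compounds give negative values; no value below 0 was filed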
Target sequence (P25098 whole entry, looked up): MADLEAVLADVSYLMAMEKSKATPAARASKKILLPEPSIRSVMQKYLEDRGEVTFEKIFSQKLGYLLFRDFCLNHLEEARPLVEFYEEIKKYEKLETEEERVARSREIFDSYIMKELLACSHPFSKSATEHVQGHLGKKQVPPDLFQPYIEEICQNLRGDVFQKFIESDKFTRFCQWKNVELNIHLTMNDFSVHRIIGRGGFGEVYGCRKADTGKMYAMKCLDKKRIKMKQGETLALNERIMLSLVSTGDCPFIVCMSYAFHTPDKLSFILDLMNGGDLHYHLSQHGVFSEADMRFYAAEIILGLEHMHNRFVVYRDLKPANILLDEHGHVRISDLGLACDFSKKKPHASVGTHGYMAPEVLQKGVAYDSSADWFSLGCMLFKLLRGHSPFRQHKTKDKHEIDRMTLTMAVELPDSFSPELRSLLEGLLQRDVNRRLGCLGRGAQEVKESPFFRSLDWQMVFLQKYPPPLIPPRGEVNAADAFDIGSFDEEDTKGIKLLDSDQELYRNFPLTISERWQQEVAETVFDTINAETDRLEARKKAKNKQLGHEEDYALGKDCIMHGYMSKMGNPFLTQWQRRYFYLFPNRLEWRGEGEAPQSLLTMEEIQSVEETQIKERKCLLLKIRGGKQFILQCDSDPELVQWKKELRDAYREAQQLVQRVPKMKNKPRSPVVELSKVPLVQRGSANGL
An asterisk follows results filed as active; nt = no result given.

SMILES	CIT2 TOR yeast	LAP4 TOR yeast	CR mimetic SO	VLA-4 inh	MEP2 TOR yeast	RPL19A-GFP yeast	AGP1 TOR yeast	GRK2 inh
CC(C)CC(COCc1ccc([N+](=O)[O-])cc1)N1CCN(C(=O)c2ccc(C(F)(F)F)cc2)CCC1=O (stereo not drawn)	97	103	101	1	90	95	87	0
COc1cc(NC(=O)c2ccc3c(c2)OCO3)c2ncccc2c1	103	105	94	0	104	99	102	0
O=S(=O)(N1CCCCC1)N1CCN(c2cc(Cl)ccc2Cl)CC1	108	101	87	-2	99	103	105	0
O=C(c1ccc(F)cc1)N1CCN(c2ncccn2)CC1	81	90	106	-3	84	90	83	0
Cc1ccc(CNC(=O)C2CCN(S(=O)(=O)c3ccc4c(c3)CC(C)N4C(=O)C3CC3)CC2)cc1 (stereo not drawn)	109	97	125	6	103	97	104	0
CC(=O)Nc1ccc(NC(=O)C2CCN(c3c(Cc4ccccc4)c(C)nc4ncnn34)CC2)cc1	102	98	88	25	97	95	103	0
O=C(Nc1cc(Cl)ccc1O)C1CCCO1 (stereo not drawn)	92	88	77	-7	94	88	90	1
Cc1cccc(NC(=O)CCn2nc(C)cc2C)c1	88	92	106	2	92	nt	91	0
Cc1ccc(CSc2nc3ccccc3c(=O)n2CCCC(=O)NCc2ccco2)cc1	96	102	115	15	105	100	99	6
O=C(c1ccco1)N1CCN(C(=O)c2cnn(-c3cccc(F)c3)c2C2CCNCC2)CC1	100	97	110	8	109	101	98	3
COc1ccccc1N1CCN(C(=O)/C=C/c2ccccc2)CC1	100	99	88	0	98	97	97	2
O=C(COc1cc2oc(=O)cc(-c3ccccc3)c2cc1Cl)NCCN1CCOCC1	99	106	108	9	98	100	101	0
CCN(CC)S(=O)(=O)c1ccc(N2CCOCC2)c(NC(=O)CNCCc2ccccc2)c1	112	113	110	19	96	99	114	2
CC(NC(=O)CN1C(=O)NC2(CCc3ccccc32)C1=O)c1ccccc1 (stereo not drawn)	95	100	99	-73	93	97	99	0
O=C(c1ccccc1[N+](=O)[O-])N1CCC(Cc2ccccc2)CC1	87	120	114	-6	93	97	94	2
COCCCNC(=O)c1c(F)c(F)c(F)c(F)c1F	93	93	90	22	95	93	91	1
Nc1c(C(=O)c2ccc(Cl)cc2)sc2nsc(SCCN3CCOCC3)c12	102	123	95	-71	105	108	113	19
CCOC(=O)c1ccc(NC(=O)CC2OCCN(CC)C2=O)cc1 (stereo not drawn)	107	111	79	12	96	99	96	1
O=C(NC1=NCCS1)c1ccccc1	103	91	111	3	111	101	97	2
O=C(CCC1CCCN(C(=O)CCCc2ccccc2)C1)N1CCN(c2ccccn2)CC1 (stereo not drawn)	100	100	99	-6	105	98	103	2

Full records, quoted from the list. Order of screens: CIT2 TOR yeast	LAP4 TOR yeast	CR mimetic SO	VLA-4 inh	MEP2 TOR yeast	RPL19A-GFP yeast	AGP1 TOR yeast	GRK2 inh
COc1cc(NC(=O)c2ccc3c(c2)OCO3)c2ncccc2c1 as listed: 103	105	94	0	104	99	102	0
Cc1ccc(CSc2nc3ccccc3c(=O)n2CCCC(=O)NCc2ccco2)cc1 as listed: 96	102	115	15	105	100	99	6

Next compounds:
SMILES	CIT2 TOR yeast	LAP4 TOR yeast	CR mimetic SO	VLA-4 inh	MEP2 TOR yeast	RPL19A-GFP yeast	AGP1 TOR yeast	GRK2 inh
O=C(CN1C(=O)NC2(CCc3ccccc32)C1=O)Nc1ccccc1C(F)(F)F (stereo not drawn)	94	90	139	13	93	91	91	0
COc1cc(NC(=O)C2CCCO2)c(C(=O)O)cc1OC (stereo not drawn)	95	101	111	16	103	107	100	38
OCCC1CN(Cc2nc(-c3ccc(F)cc3)cs2)CCN1CCc1ccccc1 (stereo not drawn)	105	102	82	8	109	107	111	1
COc1ccccc1C(CC(=O)c1ccccc1)CC(=O)c1ccccc1	94	101	93	13	101	98	96	3
CCOC(=O)CSc1nc2cc3c(cc2cc1CC)OCCO3	95	96	91	1	106	94	110	0
CCNC(=S)N(CCc1c(C)[nH]c2ccccc12)Cc1cc(OC)c(OC)c(OC)c1	94	94	94	0	100	97	97	0
CCCCc1nnc(NC(=O)c2ccc3c(=O)n4c(nc3c2)CCC4)s1	103	110	112	4	103	101	102	0
Cc1cc(C(=O)NCc2ccco2)on1	109	103	95	6	106	102	107	0
NC(=NCCc1c[nH]c2ccccc12)NC(=O)c1ccc(F)cc1	103	107	94	-1	98	98	106	0
CCCCNC(=O)c1ccc2c(c1)N(CC)C(=O)CS2	109	108	97	4	114	90	104	2
COc1ccccc1NS(=O)(=O)c1cc(NC(=O)c2cc(F)c(F)c(F)c2F)ccc1N1CCOCC1	103	90	87	-8	98	102	102	2
CCCOc1ccc(/C=C/C(=O)O)cc1OC	98	112	103	-6	101	99	103	2
CCNC(=O)CN(c1ccc(CC)cc1)S(C)(=O)=O	94	93	101	6	95	95	98	5
O=C(O)c1ccc(/C=N/Nc2ncc(C(F)(F)F)cc2Cl)cc1	108	103	97	1	102	102	99	1
COc1cccc(N2C(=O)[C@H]3C(C(=O)c4cnccn4)=NN[C@H]3C2=O)c1	99	104	106	-2	94	98	103	0
CC(C)Cn1c(C(C)C)nc([N+](=O)[O-])c1Sc1ccc(Cl)cn1	102	104	92	-6	108	104	102	1
CCOc1cc(C(=O)Nc2ccc3c(c2)OCO3)ccc1OCCOc1ccccc1Cl	105	105	96	-2	105	99	103	0
CCCn1c(SCC(=O)N2CCc3ccccc32)nnc1-c1ccco1	102	106	101	1	106	105	109	1
Cc1cccc(C(=O)OCC(=O)c2c(C)[nH]c3ccccc23)c1O	97	92	115	18	96	97	99	5
Cc1ccc(SCC(=O)NN=C2CCN(C)CC2)cc1	101	97	92	11	101	93	97	2

The final 4 entries of the part above open the next one.
SMILES	CIT2 TOR yeast	LAP4 TOR yeast	CR mimetic SO	VLA-4 inh	MEP2 TOR yeast	RPL19A-GFP yeast	AGP1 TOR yeast	GRK2 inh
CCOc1cc(C(=O)Nc2ccc3c(c2)OCO3)ccc1OCCOc1ccccc1Cl	105	105	96	-2	105	99	103	0
CCCn1c(SCC(=O)N2CCc3ccccc32)nnc1-c1ccco1	102	106	101	1	106	105	109	1
Cc1cccc(C(=O)OCC(=O)c2c(C)[nH]c3ccccc23)c1O	97	92	115	18	96	97	99	5
Cc1ccc(SCC(=O)NN=C2CCN(C)CC2)cc1	101	97	92	11	101	93	97	2
CC(C)(C)NC(=O)c1ccccc1NC(=O)C1CC(=O)N(C2CCCCC2)C1 (stereo not drawn)	109	94	109	8	103	103	102	0
CN(c1cccc(NC(=O)CN(c2cccc(F)c2)S(C)(=O)=O)c1)S(C)(=O)=O	97	103	102	13	97	97	98	1
O=C(CNC(=O)[C@@H]1Cc2ccccc2CN1)NC1CCCCC1	101	96	81	-113	99	101	105	0
O=C(c1cc([N+](=O)[O-])ccc1Cl)N1CCc2ccccc21	98	90	103	13	99	101	97	1
Cc1ccc(C(O)c2cccnc2)o1 (stereo not drawn)	101	99	91	2	100	99	103	2
c1ccc(SCc2nc(-c3ccncc3)no2)cc1	94	105	102	5	100	95	91	4
COc1ccccc1/C=C/C1C(C(=O)OCC(C)C)=C(C)N=C2SCCC(=O)N21 (stereo not drawn)	95	97	96	-5	90	94	92	3
Cc1ccc2nc(N(CCCN(C)C)C(=O)c3ccc4c(c3)CCCC4)sc2c1	96	97	98	20	106	102	97	0
O=C(Cn1ccc2ccccc2c1=O)NCCC(=O)Nc1cccc(Cl)c1	97	113	96	-4	103	101	101	0
CCC(C)c1ccc(NC(=O)COC(=O)CCNC(=O)c2ccco2)cc1 (stereo not drawn)	98	93	102	1	99	99	97	1
Cc1nn(C)c(C)c1S(=O)(=O)N1CCC(CO)(Cc2ccc(Cl)cc2)CC1	100	84	95	0	92	101	96	2
CN1CCN(c2nc3c(c(=O)[nH]c(=O)n3C)n2Cc2ccc(Cl)cc2)CC1	97	97	81	3	100	103	109	0
CCCc1nc2ccccc2n1Cc1ccccc1OC	101	104	90	10	92	93	103	0
CN(C)c1ccc(/C=N/NC(=O)c2cc(-c3ccc4c(c3)OCO4)n[nH]2)cc1	95	91	107	6	91	93	90	0
COc1ccc(/C(C)=N/N=C(N)N)c(OC)c1	108	105	103	7	104	110	101	0
CCc1c(O)nc(SCC(=O)N(CC)CC)[nH]c1=O	90	91	108	-1	86	91	93	0
O=C(c1c(F)cccc1F)N1CCC(n2nnc3cc(C(F)(F)F)ccc32)CC1	104	104	110	4	105	99	105	0
Cc1ccc(S(=O)(=O)NC(=S)NC2CCCCC2)cc1	99	104	88	3	96	106	95	0
N#Cc1cc2nc(O)c(O)nc2cc1[N+](=O)[O-]	79	99	112	3	100	98	84	1
CCn1c(C)c(C(C)=O)c(N2CCN(c3ccc(OC)cc3)CC2)nc1=S	105	97	115	-9	110	104	97	0
COc1ccc(NC(=O)O/N=C/c2c(C)nn(C(C)(C)C)c2C)cc1	80	112	110	-1	89	94	85	12
COc1ccc2c(c1)[nH]c1c(=O)n(/N=C/c3ccc(OC)c(COc4ccccn4)c3)cnc12	96	105	86	-2	135	109	107	0
CCOc1ccc(C(=S)NC2CCCCC2)cc1OCC	109	108	101	16	109	110	109	0
CN(C)c1ccc(N2C(=NC(=O)C3CCCO3)SC3CS(=O)(=O)CC32)cc1 (stereo not drawn)	110	92	94	-5	99	95	98	0
O=C(Nc1ccc(S(=O)(=O)Nc2nccs2)cc1)C1CCCCC1	104	100	116	26	110	98	107	1
Cc1noc(C)c1CSCC(=O)NC1=NCCS1	88	91	99	-1	99	95	114	0
CCCNc1c(NS(=O)(=O)c2ccc3c(c2)CCCC3)c(=O)oc2ccccc12	106	102	100	1	102	99	100	0
CC(=O)Nc1c(C(=O)c2ccc(F)cc2)oc2ccccc12	100	105	114	-4	106	99	95	0
Cc1oc2cc(O)ccc2c(=O)c1-c1nncn1-c1ccccc1	101	103	110	-16	107	118	104	0
CCOC(=O)c1c(CN2CCCCC2)oc2ccc(O)cc12	105	109	102	3	109	100	nt	0
COCCN1C(=O)N[C@@H](CCc2ccccc2)[C@H](C(=O)OC)[C@H]1C	97	98	98	15	96	101	107	3
CCN(CC)S(=O)(=O)c1ccc(OC)c(NC(=O)OCc2ccccc2)c1	112	98	113	0	110	106	105	1
O=C1N(Cc2cccnc2)C[C@@H]2C[C@@H](c3cccc(OC4CCCC4)c3)N3CCC[C@@]123	105	104	106	10	104	101	107	0
O=C(COc1ccc(Br)cc1CNC1CCCCC1)NCCc1ccccc1	101	103	99	11	104	99	106	0
CC(C)c1ccc2[nH]c(O)c(N=NC(=O)c3cccc(S(=O)(=O)Nc4ccc(Cl)cc4)c3)c2c1	116	102	95	15	113	105	100	0
Cc1ccc2[nH]c(C(=O)N3CCOCC3)cc2c1	95	90	100	6	137	94	75	2
COc1cc(C2C(=O)N(C3CCCC3)CC(=O)N2Cc2ccco2)ccc1OC(C)C (stereo not drawn)	94	104	101	12	104	99	101	58*
O=C(Cn1cnc([N+](=O)[O-])c1)NCCc1ccccc1	101	101	107	26	104	100	102	1
COc1cc(S(=O)(=O)NCC2CCCO2)c(OC)cc1Cl (stereo not drawn)	107	100	105	-16	109	110	109	1
Cn1c(=O)cc(SCC(=O)N2CCCC2)c2ccc(Cl)cc21	93	104	103	-4	104	100	102	3
O=C(Nc1ccccc1-c1nnn(CC(=O)N2CCCc3ccccc32)n1)c1ccc(Cl)cc1	97	96	102	-7	97	106	101	0
